# PDI inh: inhibitors of human PDI, primary screen, biochemical, turbidity, single point, plate reader | hit rate 0.052% among 350,000 | inhibition, % at 10 µM | PDI insulin aggregation turbidity, A650, 90 min | Protein disulfide-isomerase (Homo sapiens), P07237;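 active = mean inhibition across replicates of 30% or more, whatever share of single replicates reach that level; inconclusive = mean inhibition below 30% while every single replicate reaches 30%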;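 also: absorbance from insulin aggregation driven by PDI reduction with DTT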
# Target sequence (P07237 whole entry, looked up): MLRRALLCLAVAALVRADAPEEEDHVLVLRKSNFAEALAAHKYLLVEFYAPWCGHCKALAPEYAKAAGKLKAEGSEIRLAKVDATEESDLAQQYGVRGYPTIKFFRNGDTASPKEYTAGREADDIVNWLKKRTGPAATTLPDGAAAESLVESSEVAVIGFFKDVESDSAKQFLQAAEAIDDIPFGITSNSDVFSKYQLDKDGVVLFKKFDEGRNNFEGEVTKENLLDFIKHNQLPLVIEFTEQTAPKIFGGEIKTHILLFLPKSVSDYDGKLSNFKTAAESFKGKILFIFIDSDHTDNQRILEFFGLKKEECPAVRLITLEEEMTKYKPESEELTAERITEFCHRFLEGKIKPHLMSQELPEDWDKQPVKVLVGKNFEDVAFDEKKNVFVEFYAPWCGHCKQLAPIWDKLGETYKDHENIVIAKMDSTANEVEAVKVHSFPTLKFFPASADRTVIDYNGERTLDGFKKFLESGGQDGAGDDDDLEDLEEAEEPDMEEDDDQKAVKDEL
# Vif imaging: HIV Vif self-association inhibitors, primary screen, imaging, HEK293T, single point; inhibition, % at 7.49 µM; AID 602346, 2012; hit rate 0.35% among 340,000; HEK293T cells, Vif self-association by quenched fluorescence, 24 h; in the data active = inhibition above about 50%, passing the limit was not always enough; inconclusive = no clear call, values can overlap the other calls; inactive = below about 31%; also: some results filed as inactive read as strong as hits
# Shn3 inh set2: reduction of Shn3 3'UTR firefly luciferase signal, primary screen, Schnurri-3 inhibitor project, cell-based, Clone20 osteoblasts, set 2. Clone20 osteoblast Shn3 3'UTR firefly luciferase, 24 h. inhibition, % at 12.5 µM. hit rate 0.52% among 360,000. AID 588674, 2011;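 active = mean inhibition of at least 75% with every replicate also reaching 75%; inconclusive = mean inhibition at least 75% but some replicate below; inactive = mean inhibition below 75%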;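 also: 0% = median of neutral control wells and 100% = pilot-screen positive control compound; some compounds past the cut are filed as inactive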
# NR2E3 ag-1: NR2E3 agonists in two-hybrid cells, primary screen, cell-based, luminescence, CHO-S, Gal4-NCOR/VP16-NR2E3. inhibition of corepressor binding, % at 3.98 µM. luciferase. hit rate 0.35% among 360,000. AID 602229, 2012;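 active = inhibition above the mean of all tested compounds plus 3 SD, cut at about 70% in these data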;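 also: 0% = DMSO with NR2E3 transfected cells and 100% = cells lacking NR2E3 construct; higher means lower luciferase signal from less NR2E3 corepressor binding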
# Target sequence (Q9Y5X4 whole entry, looked up, the tested form may be a part): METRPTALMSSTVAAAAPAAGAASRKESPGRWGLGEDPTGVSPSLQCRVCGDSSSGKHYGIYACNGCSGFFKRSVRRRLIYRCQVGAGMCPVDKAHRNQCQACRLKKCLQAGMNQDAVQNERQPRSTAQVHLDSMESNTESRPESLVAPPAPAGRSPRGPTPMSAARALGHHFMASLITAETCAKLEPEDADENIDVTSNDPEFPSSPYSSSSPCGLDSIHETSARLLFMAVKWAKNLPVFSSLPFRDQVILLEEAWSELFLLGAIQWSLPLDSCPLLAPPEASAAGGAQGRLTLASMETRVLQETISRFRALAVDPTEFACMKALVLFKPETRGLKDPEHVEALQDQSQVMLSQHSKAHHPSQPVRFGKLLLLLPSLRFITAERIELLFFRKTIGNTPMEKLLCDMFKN
# NR2E3 ag-2: inhibitors of NR2E3-RetCOR corepressor binding, primary screen, NR2E3 agonist project, biochemical, TR-FRET, GST-NR2E3, biotin-RetCOR; 1536-well; AID 2300, 2010; hit rate 0.12% among 320,000; inhibition of corepressor binding, % at 4.78 µM; Photoreceptor-specific nuclear receptor (Homo sapiens), Q9Y5X4;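 active = percent inhibition above the cutoff of mean plus 3 SD of all tested compounds, set per screening campaign, cut at about 20% in these data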;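 also: 0% = DMSO wells and 100% = biotin wells as full block of FRET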
#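 Test system – NR2E3–RetCOR corepressor complex · Quantity – NR2E3 fusion 1.35 nM · Buffer or medium – Tris pH 7.5 · Incubation – Compound–protein incubation for 5 h at 4 °C · Technique – TR-FRET, Eu(K)-anti-GST donor, streptavidin-D2 acceptor, ex 340, em 617/671 nm · Evaluation – percent inhibition of 671/617 nm emission ratio versus biotin and DMSO controls · Plate – 1536-well format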
# KKLEB cytotox: cytotoxicity in KKLEB CF airway cells, primary screen, cytotoxicity control for CF NF-kB inhibitor project, cell-based, uHTS, fluorescence assay plates. KKLEB CF airway cells viability, ATPlite luminescence, overnight; hits give low values; cells stimulated with P. aeruginosa culture filtrate. activity change (cytotoxicity), % at 5 µM. hit rate 0.36% among 360,000;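 active = corrected activity change at or below -50% at 5 µM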
# HIF-2a block: HIF-2a reporter inhibitors, primary screen, luminescence, 786-0 RCC cells; inhibition, % at 18.8 µM; 786-0 RCC cells HIF-2a reporter, luciferase luminescence, overnight; hit rate 0.72% among 360,000;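 active = inhibition of the luminescence signal of 40% or more relative to plate controls, in a single-dose primary screen at 18.75 µM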
# CF NFkB inh: inhibitors of PAF-induced NF-kB signaling, primary screen, cell-based, GFP fluorescence, uHTS; KKLEB NF-kB-GFP reporter, GFP fluorescence overnight; inhibition, % at 5 µM; hit rate 0.86% among 360,000; AID 588850, 2011;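 active = at least 50% inhibition at 5 µM, scaled per plate between neutral and stimulator controls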;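 also: PAF is a Pseudomonas aeruginosa culture filtrate used as stimulus; plate controls were PAF-stimulated DMSO wells for no effect and unstimulated DMSO wells for full effect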
# CaV13 FRET inh: Disruptors of the CACNA1D IQ motif to Ca2+-dependent inactivation inhibitor domain association, primary screening, Förster resonance energy transfer in intact living …. hit rate 0.098% among 340,000. inhibition, % at 12.3 µM. HEK cells, CFP/YFP FRET ICDI-IQ, plate reader, 10 min; percent FRET-ratio fall versus neutral wells;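 active = mean replicate inhibition of at least 30% and at least 1% of replicates passing that level; inconclusive = only one of the two criteria is met; inactive = neither criterion is met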;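 also: 0% = median of the neutral control wells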
# Peg3 prom inh: Peg3 promoter-driven luciferase inhibitors, primary screen, cell-based, HeLa, luciferase luminescence. HeLa PEG-Prom luciferase reporter, overnight. inhibition, % at 20 µM. AID 588405, 2011. hit rate 1.7% among 360,000;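 active = inhibition of at least 50% at 20 µM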
# MITF TRPM1 inh: inhibitors of MITF-dependent TRPM1 promoter reporter, primary screen, cell-based, SK-MEL-5, single point, luciferase; SK-MEL-5 TRPM1 promoter luciferase, 24 h; AID 488899, 2010; inhibition, % at 12.5 µM; hit rate 0.83% among 330,000;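 active = mean inhibition across replicates of 60% or more, whatever share of single replicates reaches that level; inconclusive = some that reach 60%, reason not given; inactive = mean inhibition across replicates below 60%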; also: values of inactives mirror those of a sister screen read the other way
# * hit, by the source's call; ? = inconclusive; . = not tested or not shown.
SMILES,PDI inh,Vif imaging,Shn3 inh set2,NR2E3 ag-1,NR2E3 ag-2,KKLEB cytotox,HIF-2a block,CF NFkB inh,CaV13 FRET inh,Peg3 prom inh,MITF TRPM1 inh
COc1ccc(S(=O)(=O)N(C)C[C@H]2Oc3cc(Br)ccc3S(=O)(=O)N([C@H](C)CO)C[C@H]2C)cc1,1.4,-2.4,-5.5,-3.2,.,-14.8,13.4,27.0,-6.1,20.1,.
COc1ccc(C(=O)Nc2ccc(NC(=O)c3ccccc3F)cn2)cc1,-6.8,-6.5,-13.0,-13.7,-3.1,3.9,-27.6,0.0,-3.1,-13.3,-12.8
CCCS(=O)(=O)NC(=O)C1(C)CCN(C(=O)c2ccc(F)c(C)c2)C1 (configuration not stated),-8.6,-3.3,-12.6,-2.6,.,-16.5,19.1,-0.7,-6.5,2.3,.
Cc1nn(CC(=O)N2CCN(c3ccccc3)CC2)c(C)c1[N+](=O)[O-],0.0,1.9,-5.4,-10.4,-3.0,7.2,2.7,-5.5,-2.5,6.6,-4.2
CC(C)n1cc(CN2CCCC(CO)(Cc3cccc(Cl)c3)C2)cn1 (configuration not stated),12.6,-4.4,3.9,-4.1,4.3,-5.5,17.4,-5.7,-6.6,9.2,0.4
CCN(CC)C(=O)CCCc1c[nH]c2ccccc12,3.5,1.7,1.0,-22.4,1.7,1.8,-55.4,3.3,-6.5,-32.7,-5.5
CCOC(=O)c1ccc(NC(=O)c2ccc3c(c2)C(=O)N(Cc2cccnc2)C3=O)cc1,3.6,-6.5,1.3,-21.3,0.4,21.2,11.2,-5.1,.,2.9,3.4
CCOC(=O)c1cnc2ccc(C)cc2c1N(C)Cc1ccccc1,3.9,11.7,14.6,10.1,1.3,-13.5,10.3,5.5,-20.5,23.5,7.7
Cn1c(=O)c2c(nc(OCc3ccc4c(c3)OCO4)n2Cc2ccccc2Cl)n(C)c1=O,-0.6,2.4,-4.0,-9.4,-1.8,0.1,-5.1,-0.4,-1.8,5.5,-3.5
Cc1ccc(N2CC(C(=O)NCc3cccs3)CC2=O)cc1 (configuration not stated),-11.8,-25.1,-15.4,28.9,2.5,-8.3,1.5,6.7,-3.9,12.2,-6.4
Cc1nn(C)c(C(=O)NNC(=S)NCc2ccccc2)c1Cl,-3.6,-14.1,-27.2,46.0,.,-5.2,-2.9,20.8,-9.9,1.0,-6.4
OCC(CO)(CO)N=Cc1cc(Br)ccc1O,-2.8,-1.0,-4.9,-0.7,0.3,3.8,9.4,-8.0,-7.5,16.2,-18.5
O=C(C1CCC(=O)N(C2CCCC2)C1)N1CCC(Oc2cccc(F)c2)CC1 (configuration not stated),0.7,-3.2,12.3,5.9,1.0,6.8,-14.2,-12.8,-2.3,3.5,3.4
COc1ccc(-n2nc3cc(C)c(NC(=S)NC(=O)c4ccccc4C)cc3n2)cc1,-1.1,-4.5,-36.5,-102.8,2.0,-59.4*,-162.9,55.2*,-7.7,-239.2,-25.2
CCn1c(SCC(=O)n2nc(C)cc2C)nnc1-c1ccc2c(c1)OCO2,3.6,-7.1,-15.9,2.5,7.6,6.3,14.9,1.4,-5.7,-1.0,-4.7
Cc1ccc(NC(=S)NCc2ccc3c(c2)OCO3)cc1,10.2,-1.2,3.4,-9.6,-0.9,4.6,-46.0,-8.7,-3.3,-24.7,13.8
COc1cc2c(cc1OC)CN(C(=O)C1CCC(=O)N(CCCN3CCOCC3)C1)CC2 (configuration not stated),14.1,5.0,1.9,-4.3,4.0,-6.6,7.7,-2.0,-9.6,1.0,3.6
Cc1ccc(NC(=O)c2cccc(C(=O)Nc3ccc(C)c(C)c3)n2)cc1C,-4.9,.,1.5,2.6,5.5,-6.4,-23.9,22.5,-2.3,-8.9,-18.2
CCOc1ccc2nc3sc(C(=O)N4CCOCC4)c(N)c3cc2c1,1.9,-1.3,-46.6,-83.4,3.5,2.0,-31.9,-11.4,-3.7,-59.3,-17.1
C=CCc1ccc(OCCOCCOc2cccc3cccnc23)c(OC)c1,-0.6,-7.7,20.6,1.9,-1.1,5.8,21.8,13.8,.,12.9,-3.2
CCc1nc2c(OCC3COc4ccccc4O3)cccn2c1N(C)C(=O)c1cccc(OC)c1 (configuration not stated),7.2,-1.1,-12.9,2.4,.,-3.2,3.1,-2.1,-5.1,18.8,.
COc1ccc(N2CCN(C(=O)Cc3ccc(Cl)cc3)CC2)cc1,0.0,3.0,6.2,-4.1,0.0,4.1,-1.2,-5.2,-1.5,5.9,10.6
CCC1COCCS(=O)(=O)N1Cc1cccc(Cl)c1 (configuration not stated),2.2,-1.3,-77.9,-36.2,1.2,-6.3,5.7,15.5,-4.0,-1.7,-7.8
Cc1ccc(S(=O)(=O)CC(=O)c2cc3cccc(C)c3oc2=O)cc1,0.4,-8.5,-3.7,-11.5,0.5,1.8,15.8,-8.0,-1.4,11.2,1.5
COc1ccc(-c2csc(-n3ncc(C(=O)O)c3C(F)(F)F)n2)cc1,-5.1,0.6,-13.4,-104.8,7.6,-0.7,-163.5,-2.5,-8.4,-180.0,-36.9
C=Cc1ccc(CC2(C)C(=O)Nc3ccc(-c4cccnc4)cc32)cc1 (configuration not stated),1.0,.,26.7,-19.9,.,-25.2,20.2,74.4*,-4.8,31.6,.
COCCNc1nc2cc(-c3ccc(F)cc3)sc2c(=O)n1C,0.0,3.2,-9.9,16.8,.,4.6,-94.1,-54.1,-6.1,-43.5,.
O=C(CSCc1c(Cl)cccc1Cl)Nc1ccccc1C(=O)N1CCOCC1,-5.6,0.1,12.0,-10.6,1.1,-1.6,3.0,10.2,.,2.5,14.0
COc1ccccc1NC(=O)N1CCn2c(nc3ccccc32)C1,-0.3,.,-16.5,16.2,0.8,-15.7,-13.6,17.0,-6.7,1.0,1.6
CC(=O)NCCC(=O)N1CCCC(CNC(=O)c2ccc(-c3ccccc3)cc2)C1 (configuration not stated),-3.6,-2.5,-22.1,-12.6,0.1,3.9,-19.7,4.7,-3.7,-15.9,-20.8
Cc1ccsc1/C=c1\sc2ncnn2c1=O,10.2,.,0.7,-5.6,3.3,3.4,7.3,-0.9,-8.7,9.0,6.7
O=C(COC(=O)/C=C/c1ccc(Cl)c(Cl)c1)NC1CC1,-1.2,-6.1,-12.2,-22.9,.,11.6,3.6,-47.3,-6.4,-6.5,-3.9
Cc1cc(C)nc(SCc2ccc(Cl)cc2)n1,-14.1,7.8,3.1,-6.4,1.6,6.9,-19.4,-9.9,-5.5,-19.5,1.1
NC(=O)NC(=O)C(OC(=O)CCNS(=O)(=O)c1ccccc1)c1ccccc1 (configuration not stated),4.3,-2.1,6.8,-17.9,1.6,12.8,-1.1,9.0,-0.8,10.9,-6.9
O=C(N/N=C/c1ccco1)C(O)c1ccccc1 (configuration not stated),-1.9,1.2,-27.3,-34.0,-2.6,-0.2,9.0,12.7,-3.0,0.5,3.3
COC(=O)C1C(=O)c2c(C)noc2CC1(C)C (configuration not stated),-9.0,-1.1,4.3,-9.9,0.0,1.2,15.8,-11.9,6.5,10.7,-14.3
O=C(c1cccc(Oc2c(Cl)cccc2[N+](=O)[O-])c1)N1CCOCC1,-1.3,-7.9,-10.3,7.6,1.4,-4.5,4.5,11.5,-2.2,27.1,-4.8
COc1cccc(NC(=S)Nc2cc(C(=O)O)ccc2N2CC3CC(C2)c2cccc(=O)n2C3)c1 (configuration not stated),1.3,-1.0,-12.7,-7.7,1.2,11.1,-164.3,3.9,-5.2,-82.5,0.5
COC(=O)CNC(=O)CSc1nc(N)cc(=O)[nH]1,-3.5,-18.5,-6.3,-7.2,-0.1,1.9,25.4,8.9,-5.4,5.7,-10.4
NC1=NC(=O)C(Cc2cc(Cl)ccc2Cl)S1 (configuration not stated),4.5,-0.8,-8.8,-4.0,0.6,-8.4,-0.1,12.9,.,-23.7,6.4
COC(=O)[C@H](C)N1C/C=C\COc2c(Cl)cc(Cl)cc2S1(=O)=O,-6.1,3.4,-12.2,-46.4,.,3.2,1.1,-22.8,-4.1,5.8,2.7
NC(=O)C1CC(=O)N(c2ccc(OCc3c(Cl)cccc3Cl)cc2)C1 (configuration not stated),-2.5,8.4,-20.7,-2.0,-5.2,-4.4,9.0,-2.5,-3.0,9.4,-13.3
CCOC(=O)c1c(NC(C)=O)no[n+]1[O-],-3.4,.,2.7,-4.5,1.2,1.9,10.3,-9.2,.,-13.7,13.1
COc1ccc(OCC(Cn2cnc3ccccc32)OC(C)=O)cc1 (configuration not stated),0.9,-8.6,-14.3,-34.1,1.8,6.1,-97.6,-6.5,-8.4,-9.4,-9.2
Cc1cc(C)nc(SCC(=O)Nc2ccnc3ccccc23)n1,3.2,-21.4,?,84.4*,1.1,10.7,-20.0,5.5,3.9,-10.9,18.2
CCC(=O)N1CCN(c2nc(C)nc3sc(C)c(C)c23)CC1,-0.9,-4.9,4.7,19.2,-1.9,-2.0,13.0,7.1,-6.8,18.3,1.5
CC1CN(S(=O)(=O)c2cccc(C(F)(F)F)c2)C(C)N1C(=O)N1CCOCC1 (configuration not stated),-1.4,9.4,-0.1,-15.0,-2.3,7.6,10.0,-2.6,-4.3,17.2,-0.1
C=CC[C@]12C=C(OC)C(=O)C(OC)=C1O[C@@H](c1ccc3c(c1)OCO3)[C@H]2C,.,14.7,16.1,-7.1,2.2,5.5,9.1,1.6,.,5.0,10.6
O=C(Cc1ccc(NC2=NC3CS(=O)(=O)CC3S2)cc1)NCc1ccc(Cl)cc1 (configuration not stated),.,1.3,-3.7,-29.3,1.6,4.8,7.6,1.1,-6.7,8.3,.
CN(C)C(CNC(=O)c1cccc(C(F)(F)F)c1)c1ccco1 (configuration not stated),2.4,-0.9,-8.8,13.4,3.6,2.2,3.9,-12.4,-3.9,-4.5,9.5
CC1CCN(C(=O)COC(=O)c2cc3ccccc3oc2=O)CC1,2.4,-6.0,-2.8,17.3,.,6.6,-12.1,-19.9,-5.1,-0.9,2.5
CCOC(=O)CCCNC(=O)COC(=O)c1cc(C)cc(C)c1,-9.7,-0.2,12.9,-42.4,-3.1,4.7,20.3,-8.7,0.0,5.0,-8.0

# Compound activity deposited in PubChem BioAssay by several laboratories.

# Rows are unselected; overall some 3.3% were active at least once.
